HepG2 tox: counter-screen for TGF-b inhibitors: cytotoxicity in HepG2 cells; Potency, µM (titrated, usually from 46.1 µM), for the others: at the top dose activity change, negative = cytotoxicity, hits mostly cytotoxic; 0.76% of 410,000 active; HepG2 CAGA-GFP viability, ATP luminescence, 18 h; AID 588856; note: potency is the fitted concentration of half-maximal effect; some results filed as inactive show a strong effect at the top dose
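CellTiter-Glo luminescence gave cytotoxicity after 18 hours at 37 degrees C. The cells were HepG2 CAGA-GFP in 1% FBS DMEM, stimulated with 500 pg/mL TGF-beta after compound addition. %Activity was normalised to no-cell wells (complete cell-killing) and DMSO (no toxicity), and curves were fitted and classified.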
ATXN2 expr inh: ATXN2 expression inhibition | HEK-293 ATXN2-luciferase reporter, luminescence, 24 h | Potency, µM (top dose mostly 57 µM), inactives show top-dose activity change, negative = inhibition, hits mostly inhibitors | 0.72% of 360,000 active | AID 1745845; note: potency is the fitted concentration of half-maximal effect; % is set by controls: 0 for no effect and ±100 for the full control effect; nearly all actives have a fitted effect of over 55% in size
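qHTS (up to 57 uM final) was run with 24 h compound exposure of reporter cells at 37 °C. Each well was multiplexed: SteadyGlo luminescence measured ATXN2-luciferase expression after a fluorogenic Gly-Phe-AFC viability readout (25 uM final).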
MCF10A rereplic: DNA re-replication induction in MCF 10a cells; MCF 10A DNA re-replication, Hoechst nuclear intensity, 48 h; Potency, µM (highest dose often 46.1 µM), inactives show at the top dose activity, positive = re-replication, hits mostly activators; 2.9% of 350,000 active; AID 624296; note: potency is the fitted concentration of half-maximal effect; % of control where 0% means no effect; nearly all actives have a fitted effect of over 50% in size
IL1B secr inh: blocks inflammasome-driven IL-1 beta release. activity change, % at 57.5 µM. THP-1 LPS/ATP IL-1B secretion, AlphaLISA, 16 h; stronger effect = lower value. 4.7% of 360,000 active; in the data active = activity change below about -50%; inconclusive = mostly about -30% to -49%; note: % is set by controls: 0 for no effect and ±100 for the full control effect
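THP-1 cells pretreated 1 hr with compounds (up to 57.5 uM final), then stimulated with LPS (250 ng/mL final) plus ATP (1.25 mM final); secreted IL-1B measured by AlphaLISA after 16 hr, decreased signal indicating inhibition.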
A549 viability: A549 cytotoxicity, counter-screen for Nrf2 inhibitors. 0.16% of 390,000 active. Potency, µM (series often up to 46 µM), inactives show top-dose activity change, negative = cytotoxicity, most hits filed as inhibitors. A549 ARE-Fluc cells, CellTiter-Fluor viability, 18-24 h; note: potency is the fitted concentration of half-maximal effect; % is set by controls: 0 for no effect and ±100 for the full control effect
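Cytotoxicity counterscreen: CellTiter-Fluor fluorescence was measured in A549 ARE_Fluc cells after 18-24 h of compound exposure in a concentration series. The subsequent BugLite luminescent read reports ARE-luciferase activity.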
TGFb inhibitor: inhibitors of TGF-b signaling. HepG2 CAGA-GFP TGF-b/SMAD3 reporter, GFP fluorescence, 18 h; TGF-beta stimulated, 500 pg/mL final. Potency, µM (titrated, usually from 46.1 µM), for the others: at the highest dose activity, negative = inhibition, actives largely listed as inhibitors. 1.2% of 410,000 active; note: potency is the fitted concentration of half-maximal effect; % is set by controls: 0 for no effect and ±100 for the full control effect; nearly all actives have a fitted effect of over 65% in size
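Smad-responsive CAGA-GFP expression was quantified in HEPG2 cells exposed to compounds and 500 pg/mL final TGF-beta for 18 h at 37 degrees C; unstimulated wells defined full inhibition.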
Nrf2 activator: activates Nrf2 signaling. Potency, µM (doses to about 46.1 µM), inactives show at the top dose activation, most hits filed as activators. 0.31% of 410,000 active. AID 624171. AREc32 ARE-luciferase reporter (MCF7-derived line), luminescence, 24 h; note: potency is the fitted concentration of half-maximal effect; % of control where 0% means no effect; nearly all actives have a fitted effect of over 65% in size
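ARE-driven firefly luciferase activity in AREc32 cells measured after a 24 hr compound exposure at 37 deg C, using Steady-Glo reagent and a 30 min room-temperature hold.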
Nrf2 inh: Nrf2 pathway inhibition; AID 504444; 2.1% of 360,000 active; Potency, µM (titrated, usually from 46 µM), without a hit: at the top dose activity change, negative = inhibition, usual class: inhibitors; A549 ARE-Fluc reporter, luciferase luminescence, 18-24 h; note: potency is the fitted concentration of half-maximal effect; % is set by controls: 0 for no effect and ±100 for the full control effect; nearly all actives have a fitted effect of over 60% in size
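Concentration-response testing used A549 ARE_Fluc cells at 5000 cells/well. Following an 18-24 h compound incubation, viability was read by fluorescence (Ex 405/Em 525) and luciferase output by luminescence.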
S2 tox: cell viability loss in ATXN counter-screen. S2 cells (HEK-293 line with an ATXN2-luciferase reporter) viability, CellTiter-Fluor protease fluorescence, 24 h. AID 651635. 0.49% of 400,000 active. Potency, µM (doses to about 56.7 µM), actives largely listed as cytotoxic; note: potency is the fitted concentration of half-maximal effect; nearly all actives have a fitted effect of over 40% in size
Numbers without * were called inactive; i = inactive; ? = inconclusive; nt = not tested or not shown; & = joins results of further samples; [ ] = another dose, or the depositor's remark. Unless noted, calls come from the whole dose curve; as a rule, active = well fitted curve in the direction sought with a large enough effect; inconclusive = small, poorly fitted or top-dose-only effect, or another doubt; inactive = no such curve, though single readings can be large; an effect the other way counts as inactive or inconclusive.

SMILES | HepG2 tox | ATXN2 expr inh | MCF10A rereplic | IL1B secr inh | A549 viability | TGFb inhibitor | Nrf2 activator | Nrf2 inh | S2 tox
COCCNC(=O)/C(C#N)=C/c1ccc2c(c1)OCO2 | 0% | 6% | 0% | -17 | -3% | 5% | 3.6% | -1% | i
O=C(NCc1ccccc1)NC1(C(=O)N2CCN(c3ncccn3)CC2)CCCCC1 | -14% | 6% | 23µM* | 30 | 6% | -5% | 0.8% | -20% | i
COc1ccc(S(=O)(=O)Nc2cc3c4c(oc3c3ccccc23)CC(C)(C)CC4=O)cc1 | -27% | -38% | -189%[0.0737 µM] | -6 | ? | -10% | 2.8% | ? | ?
Cc1ccc(S(=O)(=O)NC(CC(=O)NCc2ccco2)c2ccco2)cc1 (stereo not given) | 0% | -7% | 0% | -2 | -6% | 13% | -0.4% | nt | i
Cc1cccnc1 | 10% | 2% | 18% | 1 | -3% | 13% | -1.1% | -5% | i
Cc1ccc(NC(=O)CCC(=O)NNC(=O)Cc2ccccc2)cc1C | -35% | 14% | 1.8µM* | 23 | 11% | -6% | -0.9% | 17% | i
N#Cc1cc(Cl)c(NCC2CCCO2)cc1C#N (stereo not given) | 3% | 4% | 18% | 32 | 4% | 7% | 0.3% | 10% | i
CC(C)CNC(=O)C1CCN(S(=O)(=O)c2ccc(-n3cnnn3)cc2)CC1 | -23% | -8% | -3% | -4 | -1% | -21% | 0.2% | 9% | i
Cc1c(C)c2ccc(OCC(=O)NCc3ccccn3)cc2oc1=O | 1% | 4% | -2% | ? | 5% | -5% | 2.8% | -14% | i
Cc1ccccc1OC(=O)Cn1c(C(F)(F)F)nc2ccccc21 | 2% | -2% | -10% | 16 | -3% | ? | 0.1% | -1% | i
Cc1ccc(-n2nnnc2SCC(=O)NCC2(N3CCCCC3)CCCCC2)c(C)c1 | -30% | -12% | ? | -57* | -1% | 1% | -0.2% | 8% | i
CCCCCC1CCC(C(=O)N2CCOCC2)CC1 (stereo not given) | -8% | 0% | 6% | -5 | 0% | 20% | 0.1% | 7% | i
CCCCNC(=O)Cn1cnc([N+](=O)[O-])n1 | 8% | nt | 1% | -9 | 21% | 11% | -0.7% | -1% | i
COc1ccc(CCN(C)C(=O)COC(=O)/C=C/c2ccc(C)o2)cc1OC | -6% | -11% | 10% | -6 | 10% | ? | 2.4% | -5% | i
COc1ccccc1-n1ncc2c(=O)[nH]c(SCC(=O)Nc3cccc(F)c3)nc21 | 8% | nt | nt | nt | 0% | -6% | 4.5% | nt | nt
O=C(C1CCN(S(=O)(=O)c2cccs2)CC1)N1CCN(c2ccccc2F)CC1 | -32% | 8% | nt | nt | 2% | ? | 0.2% | 13% | i
Cc1ccc(C(=O)NCc2ccc(Cl)c(Cl)c2)o1 | 6% | 1% | 1% | -6 | 7% | -9% | 0.3% | 12% | i
Nc1ccccc1-n1cccc1 | 5% | 35%[activator] | 6% | 35 | -2% | 10% | 12% | 13% | i
COc1cccc(/C=N/NC(=O)c2ccc(COc3ccc(Cl)cc3Cl)o2)c1 | -47% | -19% | ? | -1 | -19% | ? | -0.8% | nt | i
COc1ccc(NC(=O)C[C@H]2C(=O)N(Cc3ccccc3)C[C@@H]2C)cc1 | 1% | 5% | nt | 0 | nt | 10% | -0.7% | nt | i
O=S(=O)(c1ccccc1)N1CCN(c2nc3ccccc3s2)CC1 | 1% | -20% | -3% | -1 | 1% | -22% | 0.1% | 8% | ?
O=C(CCCN1C(=O)c2ccccc2C1=O)N1CCOCC1 | -3% | 20% | ? | -5 | 0% | -9% | -0.4% | -3% | i
Cc1ccc(S(=O)(=O)N2CCC(=O)N(CCOC(=O)Nc3ccc(C)c(C)c3)CC2)cc1 | -13% | -9% | -4% | ? | -2% | ? | 6.2% | ? | i
OCC1(CCc2ccccc2)CCN(Cc2cnc(N3CCCC3)s2)CC1 | -23% | -31% | 6% | 78 | 1% | -4% | 2.3% | 7% | i
N/C(=N\OC(=O)CCC(=O)O)c1ncc(C(F)(F)F)cc1Cl | 5% | 1% | -4% | -3 | 2% | 0% | -0.4% | -1% | i
Cc1ccnc(-n2c(C)cc(C=O)c2C)c1 | 8% | 2% | -7% | -9 | 0% | -2% | 0.5% | 3% | i
Cc1ccc(C)n1-c1nnc(N2CCC(C(=O)NCc3ccc(F)cc3)CC2)s1 | -33% | nt | nt | nt | -2% | nt | ? | 0% | nt
C=CCc1c(O)nc(SCC(=O)c2ccccc2)[nH]c1=O | -6% | -22% | -6% | 15 | 10% | -19% | 22% | 3% | i
CC1CCN(C(=O)CN(C2CCCCC2)S(C)(=O)=O)CC1 | -6% | -2% | 0% | 9 | -11% | -2% | -0.4% | 16% | i
O=C(COCc1cc(-c2ccco2)on1)Nc1cccc(O)c1 | -5% | nt | nt | nt | -1% | 0% | 22% | ? | nt
CCCNC(=O)NC(=O)CN1C(=O)NC(C)(c2ccc3ccccc3c2)C1=O (stereo not given) | -4% | 2% | -1% | 12 | -2% | 2% | 3.5% | ? | i
CCN1CCN(c2cc(C)c3cc(NC(=O)c4cc(OC)cc(OC)c4)ccc3n2)CC1 | -45%&-76% | ? | ? | ? | -30%&-5% | ? | 8.0%&9.8% | 0% | i
O=C(NCc1ccccn1)c1ccc(N2CCCC2=O)cc1 | -16% | 27% | -2% | -3 | -1% | 1% | -0.6% | ? | i
CC(C)C[C@H]1CNC(=O)C(=O)N1CC1CCN(CCc2ccc(-c3ccccc3)cc2)CC1 | -15% | -23% | ? | -67* | 24% | -9% | 5.7% | 4% | i
Cc1ccc(CSc2nncn2-c2ccccn2)cc1 | 3% | 4% | 15% | 2 | 7% | -2% | -0.2% | 3% | i
CCN(CC(=O)Nc1c(F)cccc1F)C(=O)C1CC(=O)N(CCc2ccccc2)C1 (stereo not given) | -4% | 8% | -8% | 28 | 2% | -5% | 0.2% | 2% | i
COc1cc(CNC(C)(C)C)cc(Br)c1OCc1cccs1 | -43% | -17% | 15% | ? | 5% | 1% | 0.2% | 10% | i
Cc1nc(C(C)N(C)Cc2nc(Cc3ccccc3F)no2)c(C)s1 (stereo not given) | -10% | 3% | 9% | 39 | -1% | 1% | 0.0% | -5% | i
CN1OC2C(=O)N(c3ccccc3)C(=O)C2C1c1ccc(F)cc1 (stereo not given) | -5% | -4% | -6% | 15 | -17% | 9% | 2.9% | -11% | i
CSc1nc2c(c(=O)[nH]1)C(c1cccs1)C1=C(CCCC1=O)N2 (stereo not given) | 0% | -4% | -2% | -11 | 16% | -2% | -0.4% | 3% | i
CCOC(=O)C(CCC(C)=O)C(=O)c1ccccc1 (stereo not given) | 4% | 4% | -15% | 16 | -10% | 2% | 0.1% | -6% | i
CCOC(=O)c1ccc(C(=O)OCC)nc1 | 1% | 9% | 8% | -11 | 2% | 5% | 0.1% | 5% | i
Cc1cccc(Nc2nc(NCc3ccco3)c3ccccc3n2)c1 | 10µM* | 25µM* | ? | -98* | -16% | ? | -0.1% | ? | nt
Cc1ccc(N2CC(C(=O)O)CC2=O)cc1 (stereo not given) | 5% | 19% | 3% | 9 | -3% | 22% | -0.1% | -3% | i
O=P(OC1CCCCC1)(OC1CCCCC1)C(Nc1ccccc1)c1cccnc1 (stereo not given) | 31% | -32% | ? | -72* | 10% | 26% | 0.4% | 4% | ?
CC(C)Cc1ccc(S(=O)(=O)N2CCC(c3ccncc3)CC2)cc1 | -65% | 16µM* | nt | nt | -11% | ? | -0.4% | nt | ?
O=C(O)/C=C/c1cn(-c2ccccc2)nc1-c1ccc2c(c1)OCCO2 | -4% | 15% | 0% | 26 | -13% | 2% | 3.9% | ? | i
Clc1ccc(CCNC(c2ccc(Cl)cc2)c2nnc(-c3ccccc3)o2)cc1 (stereo not given) | -22% | -10% | nt | nt | -4% | ? | 9.1% | -15% | i
CCOC(=O)C(=CNc1cscc1S(=O)(=O)C(C)C)C(=O)OCC | 9% | -15% | 4% | 25 | 3% | -15% | 0.1% | 16% | i
O=C(NCc1ccccc1Cl)[C@H]1CCCN1C(=O)[C@H]1CCCN1 | nt | 4% | nt | -26 | nt | nt | -1.4% | nt | i
CCn1c2ccccc2c2nnc(N3CCN(c4cccc(Cl)c4)CC3)nc21 | -33% | nt | nt | nt | 0% | -25% | -1.0% | ? | nt
Cc1ccc(NC(=O)CNCc2ccccn2)cc1S(=O)(=O)N(C)C | -1% | 1%[2.22 µM] | 9% | 15 | 0% | -2% | 2.8% | ? | i
O=C(N/N=C/c1ccncc1)c1cc(Br)ccc1OCc1ccccc1 | -5% | -25%[11.3 µM] | 0% | 8 | -2% | -16% | 0.1% | ? | i
CCCCN(C)C(=O)c1nc2ccccn2c1CN1CCC[C@H]1CO | 1% | -4% | 7% | 12 | 1% | 7% | -0.2% | -7% | i
COc1cc(NS(=O)(=O)c2ccc3c(c2)OCC(C(=O)N2CCCC2)O3)cc(OC)c1 (stereo not given) | -21% | -12% | nt | nt | 12% | ? | -0.1% | ? | i

Looked up one by one from above:
SMILES | HepG2 tox | ATXN2 expr inh | MCF10A rereplic | IL1B secr inh | A549 viability | TGFb inhibitor | Nrf2 activator | Nrf2 inh | S2 tox
CCCCN(C)C(=O)c1nc2ccccn2c1CN1CCC[C@H]1CO | 1% | -4% | 7% | 12 | 1% | 7% | -0.2% | -7% | i
CCOC(=O)C(=CNc1cscc1S(=O)(=O)C(C)C)C(=O)OCC | 9% | -15% | 4% | 25 | 3% | -15% | 0.1% | 16% | i
O=C(N/N=C/c1ccncc1)c1cc(Br)ccc1OCc1ccccc1 | -5% | -25%[11.3 µM] | 0% | 8 | -2% | -16% | 0.1% | ? | i
Cc1ccc(NC(=O)CNCc2ccccn2)cc1S(=O)(=O)N(C)C | -1% | 1%[2.22 µM] | 9% | 15 | 0% | -2% | 2.8% | ? | i

Compound activity: PubChem BioAssay, National Center for Advancing Translational Sciences (NCATS)

This is a random part of the collection; 8.8% or so of the library scored in one or more.
